Screens (PubChem)
PPARg SRC3 recr: promotes SRC-3 coactivator recruitment by human PPARgamma; AID 731; P37231; actives 0.26% (n = 200,000); biochemical PPARgamma/SRC-3 coactivator recruitment assay; activation, % at 8 µM; in the data active = activation above about 23%;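 also: 0% = DMSO and 100% = reference agonist; some compounds past the cut are filed as inactive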
bIAP inhibitor: intestinal alkaline phosphatase (bovine) inhibition; inhibition, % at 20 µM; 190,000 tested, under 10 active; AID 1019; purified bovine IAP, CDP-star luminescence, 30 min;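 active = over 50% inhibition of intestinal alkaline phosphatase at 20 µM in the single-dose screen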
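Assay system – bovine IAP enzyme · Quantity – bovine IAP at 1/65,000,000 final dilution · Detection – CDP-star luminescence signal · Times – 30 min reaction at room temperature · Also added – CDP-star substrate at 30 µM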
L major viab: Leishmania major promastigote growth inhibition; Leishmania major promastigotes, resazurin fluorescence viability; inhibition, % at 10 µM; actives 9% (n = 200,000); AID 1063; in the data active = inhibition above about 50%;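 also: promastigotes grown with compound for 44 hours at 28 °C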
ROMK mod: human ROMK K+ channel modulation, primary screen. AID 1918. Tet-inducible ROMK, thallium flux fluorescence; actives lie on both sides. B-score at 10 µM. actives 2% (n = 130,000). P48048;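 active = signal ratio slope over the read window, or its plate-corrected B-score, at least 3 SD from the plate mean, either direction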;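 also: B-score of the F/F0 ratio slope over 7 to 12 s after thallium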
Target sequence (P48048 whole entry, looked up): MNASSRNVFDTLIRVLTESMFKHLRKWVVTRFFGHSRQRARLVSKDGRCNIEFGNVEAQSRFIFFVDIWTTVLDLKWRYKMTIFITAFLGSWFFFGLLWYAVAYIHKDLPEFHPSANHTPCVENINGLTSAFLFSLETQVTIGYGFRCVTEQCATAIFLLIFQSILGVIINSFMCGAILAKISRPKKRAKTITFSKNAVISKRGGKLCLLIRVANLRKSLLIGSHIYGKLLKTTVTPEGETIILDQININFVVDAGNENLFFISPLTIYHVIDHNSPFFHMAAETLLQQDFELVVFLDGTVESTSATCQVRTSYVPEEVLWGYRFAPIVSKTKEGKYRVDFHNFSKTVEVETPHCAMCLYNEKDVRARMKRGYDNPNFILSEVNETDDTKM
PPARg SRC-1 ag: agonists of human PPARgamma SRC-1 coactivator recruitment. activation, % at 8 µM. actives 0.41% (n = 200,000). PPARgamma-SRC-1 coactivator recruitment biochemical assay; in the data active = activation above about 19%;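 also: 0% = DMSO and 100% = reference agonist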
RAM network inh: yeast RAM network inhibition. S. cerevisiae dse1pr::URA3 reporter, 5-FOA growth OD615, 2 d; analog-sensitive cbk1-as2 kinase mutant strain. inhibition, % at 50 µM. actives 1.8% (n = 190,000);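 active = inhibition above a set limit, 3 SD over mean compound inhibition, cut at about 8.4% in these data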;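 also: 0% = DMSO-only wells with no growth and 100% = 10 µM 1-NA-PP1 full growth; inhibition rescues growth on 5-FOA so higher OD means more RAM inhibition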
DTT redox prof: compounds producing H2O2 with reducing agent – biochemical, NIH compound library profiling, artefact control for MLSCN library redox annotation, primary screen. DTT-dependent redox cycling H2O2, phenol red/HRP absorbance; 100% = 100 µM peroxide control, 0% = buffer. activation, % at 10 µM. actives 0.03% (n = 200,000). AID 878;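 active = activation of at least 50% relative to the plate's high and low controls in the primary single-dose screen; inactive = activation below 50%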;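 also: compound incubated with DTT at 0.8 mM final as the reducing agent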
PPARg SRC-2 ag: PPARgamma-driven SRC-2 recruitment agonism. P37231. PPARgamma LBD-SRC-2 recruitment, biochemical. activation, % at 8 µM. actives 0.34% (n = 200,000). AID 1032; in the data active = activation above about 22%;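 also: 0% = vehicle and 100% = reference agonist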
S1P3 antagonist: blocks the human S1P3 receptor; actives 0.27% (n = 170,000); Q99500; inhibition, % at 4.98 µM; CHO S1P3 NFAT-BLA reporter, FRET fluorescence, antagonist mode;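 active = inhibition above the plate cutoff, the mean inhibition of test wells on that plate plus 3 SD, cut at about 28% in these data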;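 also: cells challenged with S1P at its EC80 of 0.8 µM; blue over green emission ratio from cleaved BLA substrate after 4 h stimulation; 0% = S1P-stimulated wells and 100% = unstimulated DMSO-only wells; some compounds past the cut are filed as inactive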
Target sequence (Q99500 whole entry, looked up): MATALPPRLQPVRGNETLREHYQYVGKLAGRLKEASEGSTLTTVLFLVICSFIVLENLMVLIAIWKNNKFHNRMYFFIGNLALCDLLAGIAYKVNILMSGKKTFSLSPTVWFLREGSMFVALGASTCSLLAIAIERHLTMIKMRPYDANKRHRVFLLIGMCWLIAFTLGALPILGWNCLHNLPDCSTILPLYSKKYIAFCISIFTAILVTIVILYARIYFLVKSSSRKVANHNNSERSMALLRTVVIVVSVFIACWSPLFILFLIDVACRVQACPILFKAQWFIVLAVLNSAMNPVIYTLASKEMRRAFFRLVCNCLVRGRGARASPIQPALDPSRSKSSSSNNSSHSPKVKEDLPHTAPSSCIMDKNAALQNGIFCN
Efa HMGR inh: E. faecalis class II HMG-CoA reductase inhibition | inhibition, % at 10 µM | AID 1066 | actives 0.41% (n = 190,000) | purified E. faecalis HMGR, NADPH absorbance 340 nm kinetic;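 active = inhibition above a set limit, the median over all tested compounds plus 3 SD, cut at about 9.5% in these data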;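 also: enzyme runs in reverse so mevalonate oxidation gives rising NADPH absorbance; 0% = complete reaction with DMSO and 100% = background rate lacking mevalonate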
TR-FRET SRC-2 ct: counter-screen for PPARgamma SRC-2 recruitment agonists: TR-FRET artefact; TR-FRET ratio at 8 µM; actives 0.4% (n = 200,000); stronger effect = higher value; AID 1049; in the data active = TR-FRET ratio above about 2000; also: inactives centre near 1500; reference of the scale not given here
Active calls of the source: *. This is a random part of the collection; about 13% have a hit in one of these screens.

`Cc1ccccc1C(=O)NC=C1C(=O)OC(C)(C)OC1=O` gave PPARg SRC3 recr 4, bIAP inhibitor -1, L major viab 0, ROMK mod 1.1, PPARg SRC-1 ag 18, RAM network inh 2.6, DTT redox prof -0.5, PPARg SRC-2 ag 0, S1P3 antagonist -3, Efa HMGR inh 0 and TR-FRET SRC-2 ct 1460.
COc1ccc(CCNC(=O)CN2C(=O)NC(CCSC)C2=O)cc1 (centres undefined) was read as PPARg SRC3 recr 4, bIAP inhibitor 4, L major viab 1, ROMK mod -1.7, PPARg SRC-1 ag 14, RAM network inh 1.2, DTT redox prof -0.1, PPARg SRC-2 ag 1, S1P3 antagonist 0, Efa HMGR inh -1 and TR-FRET SRC-2 ct 1494.
`CCCS(=O)(=O)N1CCCC(C(=O)NCCc2ccc(OC)c(OC)c2)C1` (centres undefined) gave PPARg SRC3 recr 0, bIAP inhibitor -3, L major viab -8, PPARg SRC-1 ag 13, RAM network inh 0.1, DTT redox prof 3.2, PPARg SRC-2 ag 5, S1P3 antagonist 0, Efa HMGR inh 0 and TR-FRET SRC-2 ct 1443.
`O=C(NC1(C(F)(F)F)NC(=O)N(C2CCCCC2)C1=O)c1ccco1` (centres undefined) gave PPARg SRC3 recr 5, bIAP inhibitor 14, L major viab -1, PPARg SRC-1 ag 5, RAM network inh 1.3, DTT redox prof -1.3, PPARg SRC-2 ag 8, S1P3 antagonist -23, Efa HMGR inh -1 and TR-FRET SRC-2 ct 1338.
For COc1ccc(C)cc1C(=O)C1CC(C(=O)O)C(C)(C)C1C (centres undefined) the results were PPARg SRC3 recr -3, bIAP inhibitor 8, L major viab -1, ROMK mod 0.28, PPARg SRC-1 ag 1, RAM network inh 0.8, DTT redox prof 0.5, PPARg SRC-2 ag 1, S1P3 antagonist -15, Efa HMGR inh -9 and TR-FRET SRC-2 ct 1540.
Screening CC(C)COC(=O)Nc1ccc(C(=O)O)cc1 returned PPARg SRC3 recr 3, bIAP inhibitor 4, L major viab -8, PPARg SRC-1 ag 7, RAM network inh -0.2, DTT redox prof -3.0, PPARg SRC-2 ag 7, Efa HMGR inh 0 and TR-FRET SRC-2 ct 1692.
`COc1ccccc1N1CCN(CCc2n[nH]c(=S)n2-c2ccccc2)CC1` gave PPARg SRC3 recr 1, bIAP inhibitor 0, L major viab -5, ROMK mod -0.035, PPARg SRC-1 ag 0, RAM network inh 0.8, DTT redox prof 0.1, PPARg SRC-2 ag 7, S1P3 antagonist -38, Efa HMGR inh -4 and TR-FRET SRC-2 ct 1476.
Screening Cc1cc(-n2c(C)cc(C(=O)CN3C(=O)NC4(CCCCC4C)C3=O)c2C)no1 (centres undefined) returned PPARg SRC3 recr 0, bIAP inhibitor -6, L major viab 79*, ROMK mod -0.0049, PPARg SRC-1 ag 0, RAM network inh 2.2, DTT redox prof 0.0, PPARg SRC-2 ag -1, S1P3 antagonist -8, Efa HMGR inh 3 and TR-FRET SRC-2 ct 1551.
For COc1ccc(S(=O)(=O)N2CCC(n3cnc4cc(C(F)(F)F)ccc43)CC2)cc1 the results were PPARg SRC3 recr -1, bIAP inhibitor -17, L major viab 0, ROMK mod 0.02, PPARg SRC-1 ag 0, RAM network inh 5.4, DTT redox prof -0.1, PPARg SRC-2 ag -4, S1P3 antagonist -23, Efa HMGR inh 3 and TR-FRET SRC-2 ct 1489.
COc1ccccc1/C=N/NC(=O)CNC(=O)c1ccc(S(=O)(=O)N2CCCC2)cc1 was read as PPARg SRC3 recr 2, bIAP inhibitor -6, L major viab 37, ROMK mod -0.83, PPARg SRC-1 ag 8, RAM network inh 4.5, DTT redox prof 0.0, PPARg SRC-2 ag 1, S1P3 antagonist -17, Efa HMGR inh 1 and TR-FRET SRC-2 ct 1535.
`CCCCCC(=O)NC(=S)Nc1ccc(N2CCCCC2)c(Cl)c1` gave PPARg SRC3 recr 2, bIAP inhibitor 9, L major viab 1, ROMK mod 1.4, PPARg SRC-1 ag 4, RAM network inh 9.6*, DTT redox prof -7.5, PPARg SRC-2 ag 0, Efa HMGR inh -3 and TR-FRET SRC-2 ct 1354.
For Brc1ccc(-c2nnc3c4ccccc4nc(N4CCOCC4)n23)cc1 the results were PPARg SRC3 recr 6, bIAP inhibitor 6, L major viab 7, ROMK mod 0.85, PPARg SRC-1 ag 2, RAM network inh 0.2, DTT redox prof -0.2, PPARg SRC-2 ag 13, Efa HMGR inh -7 and TR-FRET SRC-2 ct 1440.
Screening Cc1ccc(NCC(=O)N=Nc2c(O)n(C)c3ccccc23)cc1 returned PPARg SRC3 recr 5, bIAP inhibitor 0, L major viab -6, ROMK mod -0.26, PPARg SRC-1 ag -1, RAM network inh -0.1, DTT redox prof 0.6, PPARg SRC-2 ag 4, S1P3 antagonist -17, Efa HMGR inh 4 and TR-FRET SRC-2 ct 1676.
`Cc1ccc(N(C(=O)c2ccc3c(c2)OCO3)C2C=CS(=O)(=O)C2)cc1` (centres undefined) gave PPARg SRC3 recr 3, bIAP inhibitor -2, L major viab -9, PPARg SRC-1 ag 0, RAM network inh 0.9, DTT redox prof -0.7, PPARg SRC-2 ag 2, S1P3 antagonist -3, Efa HMGR inh 4 and TR-FRET SRC-2 ct 1610.
For COc1cccc(NC(=O)C2CCN(S(=O)(=O)c3ccc4c(c3)OCCO4)CC2)c1 the results were PPARg SRC3 recr -3, bIAP inhibitor -152, L major viab 4, ROMK mod 0.068, PPARg SRC-1 ag -2, RAM network inh 4.0, DTT redox prof 0.0, PPARg SRC-2 ag 6, Efa HMGR inh -5 and TR-FRET SRC-2 ct 1396.

Copied from above for reference:
`Cc1ccccc1C(=O)NC=C1C(=O)OC(C)(C)OC1=O` gave PPARg SRC3 recr 4, bIAP inhibitor -1, L major viab 0, ROMK mod 1.1, PPARg SRC-1 ag 18, RAM network inh 2.6, DTT redox prof -0.5, PPARg SRC-2 ag 0, S1P3 antagonist -3, Efa HMGR inh 0 and TR-FRET SRC-2 ct 1460.
COc1ccc(CCNC(=O)CN2C(=O)NC(CCSC)C2=O)cc1 (centres undefined) was read as PPARg SRC3 recr 4, bIAP inhibitor 4, L major viab 1, ROMK mod -1.7, PPARg SRC-1 ag 14, RAM network inh 1.2, DTT redox prof -0.1, PPARg SRC-2 ag 1, S1P3 antagonist 0, Efa HMGR inh -1 and TR-FRET SRC-2 ct 1494.
`CCCS(=O)(=O)N1CCCC(C(=O)NCCc2ccc(OC)c(OC)c2)C1` (centres undefined) gave PPARg SRC3 recr 0, bIAP inhibitor -3, L major viab -8, PPARg SRC-1 ag 13, RAM network inh 0.1, DTT redox prof 3.2, PPARg SRC-2 ag 5, S1P3 antagonist 0, Efa HMGR inh 0 and TR-FRET SRC-2 ct 1443.

Carrying on.
`CCOC(=O)Cc1csc(NC(=O)COc2ccc(OC)cc2)n1` gave PPARg SRC3 recr 0, bIAP inhibitor 7, L major viab -8, PPARg SRC-1 ag -1, RAM network inh 2.5, DTT redox prof -0.8, PPARg SRC-2 ag 1, S1P3 antagonist -15, Efa HMGR inh -3 and TR-FRET SRC-2 ct 1571.
Screening COc1ccc(NC(=O)c2ccco2)cc1N returned PPARg SRC3 recr 5, bIAP inhibitor 1, L major viab 28, PPARg SRC-1 ag 15, RAM network inh 0.1, DTT redox prof 3.7, PPARg SRC-2 ag 14, S1P3 antagonist -7, Efa HMGR inh 0 and TR-FRET SRC-2 ct 1661.
For CCc1ccc(NC(=O)C/C(C)=N/NC(=O)OCc2ccc(OC)cc2)cc1 the results were PPARg SRC3 recr 1, bIAP inhibitor -3, L major viab -2, PPARg SRC-1 ag -5, RAM network inh 2.4, DTT redox prof -0.1, PPARg SRC-2 ag 1, S1P3 antagonist 3, Efa HMGR inh -7 and TR-FRET SRC-2 ct 1624.
COc1ccccc1-c1cc(C(F)(F)F)nc(S(=O)(=O)CCCC(=O)NCc2ccc(F)cc2)n1 was read as PPARg SRC3 recr 14, bIAP inhibitor -3, L major viab 4, ROMK mod -2.2, PPARg SRC-1 ag 3, RAM network inh 4.7, DTT redox prof -0.9, PPARg SRC-2 ag 3, S1P3 antagonist 14, Efa HMGR inh 0 and TR-FRET SRC-2 ct 1513.
C(#Cc1ccccc1)C[N+]1(CC#Cc2cccc3ccccc23)CCOCC1 was read as PPARg SRC3 recr 5, bIAP inhibitor -18, L major viab 100*, ROMK mod -2.4*, PPARg SRC-1 ag 5, RAM network inh -0.8, DTT redox prof -0.5, PPARg SRC-2 ag 1, S1P3 antagonist -8, Efa HMGR inh -2 and TR-FRET SRC-2 ct 1837.
For COC(=O)C(NS(=O)(=O)c1ccccc1Cl)c1ccccc1 (centres undefined) the results were PPARg SRC3 recr 3, bIAP inhibitor -2, L major viab 3, ROMK mod -0.97, PPARg SRC-1 ag 2, RAM network inh 1.9, DTT redox prof -1.2, PPARg SRC-2 ag 2, S1P3 antagonist -16, Efa HMGR inh 2 and TR-FRET SRC-2 ct 1449.
O=C(c1ccccc1)C1CN(Cc2ccccc2)CCC1(O)c1ccccc1 (centres undefined) was read as PPARg SRC3 recr 1, bIAP inhibitor -8, L major viab 62*, ROMK mod -0.18, PPARg SRC-1 ag 3, RAM network inh 2.2, DTT redox prof 0.2, PPARg SRC-2 ag 3, S1P3 antagonist 6, Efa HMGR inh -7 and TR-FRET SRC-2 ct 1736.
Screening Cc1cccc(C)c1Oc1nc(-c2ccccc2)ncc1S(=O)(=O)c1ccccc1 returned PPARg SRC3 recr 5, bIAP inhibitor 15, L major viab 54*, PPARg SRC-1 ag 2, RAM network inh 1.5, DTT redox prof 2.9, PPARg SRC-2 ag -7, Efa HMGR inh 0 and TR-FRET SRC-2 ct 1506.
Screening O=C(O)CN(c1ccccc1F)S(=O)(=O)c1ccccc1 returned PPARg SRC3 recr 0, bIAP inhibitor 6, L major viab -7, PPARg SRC-1 ag 3, RAM network inh 1.4, DTT redox prof -0.9, PPARg SRC-2 ag -6, Efa HMGR inh 0 and TR-FRET SRC-2 ct 1639.
`c1ccc2c(c1)[nH]c1c(N3CCSCC3)ncnc12` gave PPARg SRC3 recr 1, L major viab 86*, ROMK mod -1.5, PPARg SRC-1 ag -2, RAM network inh 0.7, DTT redox prof 0.3, PPARg SRC-2 ag 9, Efa HMGR inh 1 and TR-FRET SRC-2 ct 1620.
Nc1nc(SCC(=O)Nc2cccnc2Cl)n[nH]1 was read as PPARg SRC3 recr 1, bIAP inhibitor 0, L major viab 4, ROMK mod 0.62, PPARg SRC-1 ag 2, RAM network inh 0.8, DTT redox prof 0.6, PPARg SRC-2 ag -15, S1P3 antagonist 8, Efa HMGR inh 0 and TR-FRET SRC-2 ct 1320.
Cc1cc(C(F)(F)F)nn2cnnc12 was read as PPARg SRC3 recr 4, bIAP inhibitor 5, L major viab -7, ROMK mod 1.1, PPARg SRC-1 ag 5, RAM network inh 0.1, DTT redox prof -0.1, PPARg SRC-2 ag 5, S1P3 antagonist 5, Efa HMGR inh -5 and TR-FRET SRC-2 ct 1597.
